STK33 kinase inh: inhibitors of human STK33 kinase | Q9BYT3 | purified STK33, MBP phosphorylation, ADP-Glo luminescence | inhibition, % at 10 µM | hit rate 0.073% among 320,000 | AID 2661;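 active = inhibition at or above 25%, using the most active replicate where run in duplicate; inactive = inhibition below 25%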
Target sequence (Q9BYT3 whole entry, looked up): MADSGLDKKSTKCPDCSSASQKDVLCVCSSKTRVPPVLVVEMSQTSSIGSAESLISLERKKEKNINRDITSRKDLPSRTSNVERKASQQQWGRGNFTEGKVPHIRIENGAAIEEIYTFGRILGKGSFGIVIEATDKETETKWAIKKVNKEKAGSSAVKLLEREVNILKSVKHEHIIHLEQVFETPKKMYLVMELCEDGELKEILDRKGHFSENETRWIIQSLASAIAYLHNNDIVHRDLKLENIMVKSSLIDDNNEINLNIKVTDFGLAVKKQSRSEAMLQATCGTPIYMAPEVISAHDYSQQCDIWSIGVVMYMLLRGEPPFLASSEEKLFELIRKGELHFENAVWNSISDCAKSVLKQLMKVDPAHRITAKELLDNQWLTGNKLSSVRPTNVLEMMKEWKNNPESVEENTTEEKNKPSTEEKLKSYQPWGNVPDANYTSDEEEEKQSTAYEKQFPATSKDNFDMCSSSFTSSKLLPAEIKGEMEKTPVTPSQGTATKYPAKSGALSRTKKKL
An asterisk follows results filed as active. Only part of the results is shown (hit frequency here may not be typical).

STK33 kinase inh	SMILES
1.0	CC1CCCC(NC(=O)COC(=O)COc2ccc(C#N)cc2)C1C (configuration not stated)
1.5	COc1c2ccc(OCC/C(C)=C/C(=O)C=C(C)C)cc2nc2occc12
0.0	O=C(NNC(=O)C1CCN(C(=O)Nc2ccccc2)CC1)c1ccc([N+](=O)[O-])cc1
-1.4	Cc1cc(Cn2nc(C(=O)NCc3cccs3)cc2-c2ccccc2)on1
0.1	CN(CC(=O)Nc1ccc(OC(F)(F)F)cc1)C(=O)Cc1cccs1
-0.4	Cc1noc(C)c1COC(=O)c1cc(=O)[nH]c2ccccc12
-0.7	CC1(NC(=O)CSc2nnc(-c3ccco3)n2Cc2ccccc2)CCS(=O)(=O)C1 (configuration not stated)
-1.4	COc1ccccc1OCC(=O)OCc1cc(-c2ccco2)on1
-0.8	NC(=O)c1cc([N+](=O)[O-])c(Cl)cc1NCc1ccccn1
-0.3	O=C(Nc1cccc(S(=O)(=O)N2CCCCC2)c1)C1CCN(C(=O)c2ccc(Cl)cc2)CC1
0.0	CN(CC(=O)Nc1cccc(F)c1)CC(=O)N(C)c1c(N)n(Cc2ccccc2)c(=O)[nH]c1=O
-1.6	C[C@H]1COC(=O)[C@@H](CC(=O)OC(C)(C)C)C/C=C\C[C@@H](CC(=O)N[C@H](CO)Cc2ccccc2)C(=O)N1
0.0	CS(=O)(=O)c1ccc(Cl)c(NC(=O)CN2CCCC2c2ccc3c(c2)OCCCO3)c1 (configuration not stated)
-2.0	CCN(C[C@H]1N[C@@](Cc2ccccc2)(C(=O)OC)[C@H]2C(=O)N(C)C(=O)[C@@H]12)C(=O)c1ccccc1
-2.4	CC(c1ccccc1)n1cc(C(=O)NCC2COc3ccccc3O2)nn1 (configuration not stated)
-0.2	O=C(NCC1(N2CCOCC2)CCCCC1)c1cccc(S(=O)(=O)Nc2ccc(F)cc2)c1
-1.1	O=C(Nc1cc(S(=O)(=O)N2CCOCC2)ccc1N1CCOCC1)c1ccccc1Cl
-0.9	Cc1cccc(CSc2nc3ccccc3c(=O)n2C)c1
-0.9	O=C(c1cccc(S(=O)(=O)N2CCc3ccccc32)c1)N1CCN(CCO)CC1
-0.5	Cn1nc(C(=O)NNC(=O)c2ccccc2F)c2ccccc2c1=O
-0.8	COc1ccccc1NC(=O)COC(=O)c1c[nH]c2ccccc12
0.1	CC(Oc1cccc(Cl)c1)C(=O)Nc1ccc(S(=O)(=O)N(C)C2CCN(C)CC2)cc1 (configuration not stated)
-1.8	CCCNC(=O)c1ccccc1NC(=O)Nc1ccccc1C
0.8	CCOC(=O)[C@H]1[C@H]2COc3cc(OC)ccc3[C@@H]2N2C(=O)[C@@H](CO)NC(=O)[C@@]12C
-0.3	Cc1ccc(NC(=O)C/C(N)=N/OC(=O)Nc2cccc(C)c2)cc1
0.1	CCn1c(C)nc2cc(C(=O)NN=C(C)c3ccc(C#N)cc3)ccc21
0.4	Cc1sc2nc(CSCC(=O)Nc3ccc(C(F)(F)F)cc3)[nH]c(=O)c2c1C
1.2	COc1ccc(Cl)cc1-c1nc(SCC(=O)NCC2CCCO2)n[nH]1 (configuration not stated)
-0.8	CC(NC(=O)COC(=O)c1cc(=O)c2ccccc2o1)c1ccccc1 (configuration not stated)
-1.4	O=C(CCC(=O)c1cccs1)NCC(c1ccc(F)cc1)N1CCOCC1 (configuration not stated)

Taken from the results shown for reference:
STK33 kinase inh	SMILES
1.0	CC1CCCC(NC(=O)COC(=O)COc2ccc(C#N)cc2)C1C (configuration not stated)
1.5	COc1c2ccc(OCC/C(C)=C/C(=O)C=C(C)C)cc2nc2occc12
0.0	O=C(NNC(=O)C1CCN(C(=O)Nc2ccccc2)CC1)c1ccc([N+](=O)[O-])cc1
-1.4	Cc1cc(Cn2nc(C(=O)NCc3cccs3)cc2-c2ccccc2)on1
0.1	CN(CC(=O)Nc1ccc(OC(F)(F)F)cc1)C(=O)Cc1cccs1
-0.4	Cc1noc(C)c1COC(=O)c1cc(=O)[nH]c2ccccc12
-0.7	CC1(NC(=O)CSc2nnc(-c3ccco3)n2Cc2ccccc2)CCS(=O)(=O)C1 (configuration not stated)
-1.4	COc1ccccc1OCC(=O)OCc1cc(-c2ccco2)on1
-0.8	NC(=O)c1cc([N+](=O)[O-])c(Cl)cc1NCc1ccccn1
-0.3	O=C(Nc1cccc(S(=O)(=O)N2CCCCC2)c1)C1CCN(C(=O)c2ccc(Cl)cc2)CC1
0.0	CN(CC(=O)Nc1cccc(F)c1)CC(=O)N(C)c1c(N)n(Cc2ccccc2)c(=O)[nH]c1=O
-1.6	C[C@H]1COC(=O)[C@@H](CC(=O)OC(C)(C)C)C/C=C\C[C@@H](CC(=O)N[C@H](CO)Cc2ccccc2)C(=O)N1
0.0	CS(=O)(=O)c1ccc(Cl)c(NC(=O)CN2CCCC2c2ccc3c(c2)OCCCO3)c1 (configuration not stated)

Going on with the list:
STK33 kinase inh	SMILES
-0.3	COc1ccc(S(=O)(=O)N2CCOCC2)cc1NC(=O)Cc1ccc2c(c1)OCCO2
-1.5	O=C(NC1(Cc2ccccc2)CCN(Cc2ccc(-c3ccccc3)cc2)C1=O)c1ccccc1 (configuration not stated)
-0.4	CC(C)(C)OC(=O)C[C@@H]1C/C=C\C[C@H](CC(=O)N[C@H](CO)Cc2ccccc2)C(=O)N[C@H](Cc2ccccc2)COC1=O
-1.0	O=C(NC1CCCC1)C(c1ccccc1)N(C(=O)c1ccno1)c1ccccc1 (configuration not stated)
-0.5	COc1cccc(-c2ccc3c(c2)S(=O)(=O)c2cccc(C(=O)O)c2C3=O)c1OC
0.4	CN(C)S(=O)(=O)c1ccc(Cl)c(NC(=O)C2CCN(S(=O)(=O)c3cccs3)CC2)c1
-2.1	CN(Cc1ccccc1)S(=O)(=O)c1ccc(N2CCCC2=O)cc1
0.7	CCc1nc(N2CCN(C(=O)c3ccccc3)CC2)c(C#N)c2c1COC(C)(C)C2
-1.3	O=S(=O)(c1ccc(SCCOc2ccccc2)nc1)N1CCCC1
-0.3	COc1cc(/C=C/C(=O)OCC(=O)N2c3ccccc3NC(=O)C2(C)C)cc(OC)c1OC
-2.0	CC(=O)c1c(C)nn(CC(O)Cn2c3c(c4cc(C)ccc42)CCCC3=O)c1C (configuration not stated)
0.7	O=C(C[C@H]1C/C=C\CCCCC(=O)OC[C@H]2CCCN2C1=O)N[C@H](CO)Cc1ccccc1
1.8	NC(=O)c1ccsc1NC(=O)CSc1n[nH]c(N)n1
0.7	CC(=O)c1c(C)[nH]c(C(=O)OCC(=O)c2c[nH]c3ccccc23)c1C
-2.7	O=C(COC(=O)[C@@H]1CC(O)CN1S(=O)(=O)c1ccc2c(c1)OCCO2)Nc1cc(F)ccc1F (some centres not stated)
-0.1	O=C(c1cccc(S(=O)(=O)N2CCCC2)c1)N1CCN(Cc2ccccc2)CC1
2.9	O=C(Nc1ccc(N2CCOCC2)cc1N1CCOCC1)c1ccc(F)cc1
-0.2	CN(C(=O)COC(=O)/C=C/c1cccs1)C1CCCCC1
8.1	Cc1noc(C)c1NC(=O)Nc1ccc2c(c1)C(=O)N([C@H](C)CO)C[C@H](C)[C@@H](CN(C)S(C)(=O)=O)O2
-2.0	CSCCC(NC(=O)c1ccccc1Cl)C(=O)NCCc1ccccn1 (configuration not stated)
-0.9	CNC(=S)Nc1cccc(S(=O)(=O)NCc2ccco2)c1
-1.3	O=S(=O)(c1ccccc1)N1CCN(Cc2cc3c(cc2Br)OCCO3)CC1
1.8	Nc1ncnc2c1ncn2[C@H]1C[C@H](O)[C@@H](CO)O1
0.6	CC(C)(C)OC(=O)NCCCCCNC(=O)c1[nH]cnc1C(=O)Nc1cccc(Cl)c1
-1.1	C=C1CCN([C@H](C(=O)NCc2ccc(Cl)cc2)C(C)C)S(=O)(=O)c2ccccc21
0.6	Cc1cc(C)c(NC(=O)COC(=O)C23CC4CC(CC(O)(C4)C2)C3)c(Cl)c1
1.9	Cc1nnc(SCC(=O)N(CC(C)C)C2CCS(=O)(=O)C2)s1 (configuration not stated)
-1.0	COc1cc(OC)cc(C(=O)N[C@H](C(=O)OCC(=O)c2c[nH]c3ccccc23)C(C)C)c1
-1.0	O=C(Cc1cccc(C(F)(F)F)c1)Nc1cc(S(=O)(=O)N2CCOCC2)ccc1N1CCCC1
-0.5	COc1ccc(NC(=O)CSCC(=O)Nc2ccccc2C(=O)N2CCCCC2)cc1
-2.7	C[C@@H]1COC(=O)[C@H](NC(=O)OCC2c3ccccc3-c3ccccc32)C/C=C\C[C@@H](CC(=O)N[C@H](CO)Cc2ccccc2)C(=O)N1
-1.0	CC1CCN(c2ccc3c(c2)S(=O)(=O)c2cccc(C(=O)NC4CCCCC4)c2C3=O)CC1
0.7	Cc1cccc(C(=O)OCC(=O)N2CCCCCC2)c1O
0.9	CCOC(=O)[C@H]1[C@H]2COc3cc(OC)ccc3[C@@H]2N2C(=O)CN(Cc3ccc(Cl)cc3)C(=O)[C@@]12C
-1.1	CCOc1ccc(NC(=O)COc2ccc(-n3cnnn3)cc2)cc1
-0.6	CCC(C)NC(=O)Cn1nc([N+](=O)[O-])c(Cl)c1C (configuration not stated)
-2.3	C[C@@]12CCC[C@@](C)(C(=O)O)C1CC[C@@]13C[C@@H](NCc4ccccc4)[C@@](C)(CCC12)C3 (some centres not stated)
1.7	CCOC(=O)c1ccc(-c2c(-c3ccccc3OC)sc3cc4c(cc23)OCO4)cc1F
2.2	COCCNC(=O)c1cc(-c2ccccc2C)nn1CC1CC(c2cccnc2)=NO1 (configuration not stated)
0.7	O=C(COC(=O)c1cnc(Cl)c(Cl)c1)Nc1cccc(S(=O)(=O)N2CCOCC2)c1
-3.0	Cc1cc(C)n2c(SCC(=O)Nc3cccc(S(N)(=O)=O)c3)nnc2n1
1.7	C=C(C)[C@@H](O)COc1c2ccoc2cc2oc(=O)ccc12
-0.6	COc1ccc2nc3n(c(=O)c2c1)-c1cc(C)ccc1C(=O)NC3Cc1ccc(O)cc1 (configuration not stated)
-0.8	CCNc1cc(O)ccc1C
-0.8	CCOC(=O)c1c(C)[nH]c(C(=O)COC(=O)c2ccc([N+](=O)[O-])o2)c1C
0.4	O=C(COC(=O)Cc1ccc(Cl)cc1)NCc1cccs1
-0.5	Cc1cccc(N2C(=O)C3CCCN3C2=S)c1C (configuration not stated)
-0.2	C[C@@H](NC(=O)c1nc[nH]c1C(=O)N1CCc2ccccc2C1)c1ccccc1
1.1	O=C(CN1CCN(S(=O)(=O)c2ccccc2)CC1)Nc1ccccc1C(=O)NC1CC1
-2.3	CCN(CC)S(=O)(=O)c1ccc(N2CCOCC2)c(NC(=O)c2cc(Cl)c3c(c2)OCO3)c1

Further compounds follow:
STK33 kinase inh	SMILES
-1.9	CCOc1ccc(CN(C)C(=O)c2cc(S(=O)(=O)N3CCCC3)ccc2C)cc1
0.3	Cc1cc(C)n(-c2ccc(C(=O)NCC(c3ccco3)N3CCCC3)cc2)n1 (configuration not stated)
-0.6	CCCNC(=O)CSc1nnc(C)s1
-0.6	CC1CCC2(CC1)NC(=O)N(CC(=O)Nc1cccnc1Cl)C2=O (configuration not stated)
0.1	CCOCCn1c(C)c(C(=O)OCC)c2cc(O)c3ccccc3c21
0.7	C[C@H](CO)N1C[C@H](C)[C@@H](CN(C)S(=O)(=O)c2cccs2)Oc2ccc(NS(=O)(=O)c3ccccc3)cc2CC1=O
-0.3	COC(=O)C1=C(C)N(CC2CC2)C(=O)N[C@H]1c1ccc(Br)cc1
0.2	O=C(CCN1C(=O)/C(=C/c2cccs2)SC1=S)NC1=NCCS1
-1.0	Cc1ccc(N2C(=O)C3CCCN3C2=S)c(C)c1 (configuration not stated)
-1.1	CC(C)(C)NC(=O)CC1C[C@H](C(=O)N2CCOCC2)[C@@]2(C)c3[nH]c4ccccc4c3CCN2C1=O (some centres not stated)
12.9	C#CCOCCOCCOCCNc1nc(N2CCN(C(=O)CCCCCCCCCCNC(=O)Cn3cc(CCCCCN)nn3)CC2)nc(N2CCN(C(=O)CCCCCCCCCCNC(=O)[C@H]([C@@H](C)CC)n3cc(CCCCN=C(N)N)nn3)CC2)n1
-1.8	O=C1CC/C=C\C[C@@H](CC(=O)N(CCO)Cc2ccccc2)C(=O)N[C@H](Cc2c[nH]c3ccccc23)CO1
1.0	CNC[C@@H]1Oc2c(NC(=O)Nc3ccc(F)cc3)cccc2C(=O)N([C@H](C)CO)C[C@@H]1C
2.2	COc1cc(OC)cc(C(=O)NCC(=O)NCc2ccccn2)c1
0.9	CC1Cc2ccccc2N1C(=O)CN(C)CC(=O)Nc1ccc(F)cc1 (configuration not stated)
-0.6	CCn1c(C)nc2cc(C(=O)NN=Cc3ccc([N+](=O)[O-])cc3)ccc21
0.2	COc1ccc(S(=O)(=O)N2CCN(CC(=O)NCCc3cccs3)CC2)cc1
-0.3	O=C(NCc1ccco1)c1ccccc1SCC(=O)N1CCCC1
-1.1	O=C(COC(=O)CNC(=O)c1ccc([N+](=O)[O-])o1)Nc1ncc(C(F)(F)F)cc1Cl
-1.1	COc1cccc(NC(=O)CN(C)C(=O)c2c(C)nn(CC(C)C)c2Cl)c1
-0.6	C/C(=N\NC(=O)c1ccccc1)c1cc2cc([N+](=O)[O-])ccc2oc1=O
2.2	CCCCCCCC(=O)OCC(COC(=O)CCCCCCC)OC(=O)CCCCCCC
-4.3	C=CC[C@@H](CC(=O)NCCO)C(=O)N[C@@H](COC(=O)[C@@H](CC=C)CC(=O)OC(C)(C)C)Cc1c[nH]c2ccccc12
0.9	COc1cccc(NC(=O)CN(C)C(=O)c2cc(S(=O)(=O)N3CCCCCC3)ccc2OC)c1
-0.7	C=CCC[C@@H](Cc1ccc(F)cc1)C(=O)OC[C@@H](Cc1c[nH]c2ccccc12)NC(=O)[C@@H](CC=C)CC(=O)N(CCO)Cc1ccccc1
-2.6	C/C(=C\c1ccc2c(c1)OCO2)C1Nc2cccc3cccc(c23)N1
0.1	COc1cc(Cl)c(C)cc1NC(=O)CN1C(=O)C2CC=CCC2C1=O (configuration not stated)
0.0	CCCn1c(N)c(N(CCOC)C(=O)c2cc3c(s2)CCC(CC)C3)c(=O)[nH]c1=O (configuration not stated)
-1.7	Cc1ccc2c(c1)-n1c(nc3ccccc3c1=O)C(Cc1ccccc1)NC2=O (configuration not stated)

Screening data from PubChem BioAssay.
